Source: PubChem
TbREL1 primary = TbREL1 RNA ligase inhibitors, primary screen, biochemical, FRET fluorescence; RNA-editing ligase 1, mitochondrial (Trypanosoma brucei brucei), P86926; TbREL1 RNA ligation; inhibition, % at 9.66 µM; 89,000 compounds, 0.49% hits;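 active = inhibition above the mean inhibition across all screened compounds plus 3 SD, cut at about 11% in these data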;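 note: 0% = plate median of test wells and 100% = NSC42067 control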
Target sequence (P86926 whole entry, looked up): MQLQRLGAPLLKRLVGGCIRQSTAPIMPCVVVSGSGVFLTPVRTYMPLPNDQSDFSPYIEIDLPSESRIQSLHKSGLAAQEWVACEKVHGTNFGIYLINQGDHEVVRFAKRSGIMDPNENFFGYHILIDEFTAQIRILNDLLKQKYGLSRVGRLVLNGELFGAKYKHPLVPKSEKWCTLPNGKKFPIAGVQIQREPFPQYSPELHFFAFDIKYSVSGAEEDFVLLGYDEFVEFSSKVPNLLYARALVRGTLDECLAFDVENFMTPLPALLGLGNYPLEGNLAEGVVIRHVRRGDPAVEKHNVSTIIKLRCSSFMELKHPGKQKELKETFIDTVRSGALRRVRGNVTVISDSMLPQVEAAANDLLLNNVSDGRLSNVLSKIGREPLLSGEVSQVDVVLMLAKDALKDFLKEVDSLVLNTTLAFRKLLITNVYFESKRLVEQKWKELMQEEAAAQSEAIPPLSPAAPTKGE
An asterisk follows results filed as active. An excerpt, so the mix of outcomes need not match the whole.

item | structure | TbREL1 primary
1 | O=C(O)CCn1cc(-c2ccc(Cl)cc2)nc1-c1ccncc1 | 1
2 | O=[N+]([O-])c1ccc2nccn2c1 | 1
3 | CCOC(=O)c1nn(-c2ccc(F)cc2)c2nc(-c3ccccc3)c(C#N)c(=O)n12 | -2
4 | O=C(Nc1cc(C(F)(F)F)ccc1N1CCCC1)c1ccc2c(c1)OCO2 | -3
5 | COC(=O)c1ccccc1NC(=O)c1cccc(NC(=O)CSCc2ccccc2)c1C | -2
6 | O=C(NNC(=O)c1cccnc1SCc1cccc([N+](=O)[O-])c1)c1ccccn1 | -7
7 | CN(CC(=O)N1CCCCCC1)S(=O)(=O)c1cccc2cccnc12 | 5
8 | CCOc1ccc(CSC2=NCCN2)cc1Cl | 2
9 | O=C(NCc1cccnc1)Nc1cccc(Cl)c1Cl | 3
10 | Cc1cccc(N/C(=N\S(=O)(=O)c2ccccc2)C(F)(F)F)c1 | -2
11 | Cc1ccc(NC(=O)c2ccc(OC(=O)COc3cccc(Cl)c3)cc2)cc1 | 0
12 | CCN1CCN(c2ccc(S(=O)(=O)N3CCCCC3)cc2NC(=O)c2cccc(F)c2)CC1 | -2
13 | CN(C(=O)COC(=O)c1ccc(Cl)nc1)c1c(N)n(Cc2ccccc2)c(=O)[nH]c1=O | -1
14 | COc1ccc(-c2cc(C(=O)NN=Cc3ccccc3F)[nH]n2)cc1 | 10
15 | CCC(=NCCc1ccc(OC)c(OC)c1)C1=C(O)CC(C)(C)CC1=O | 3
16 | O=C1CCCCCN1Cc1ccccc1 | -2
17 | CCC(CO)Oc1cc(NCc2ccc(C)cc2)c2ncn(C(C)C)c2c1 (stereo unspecified) | -2
18 | NC(=O)N/N=C/c1ccc(-c2cccc(C(F)(F)F)c2)o1 | 4
19 | O=C(NC(=S)Nc1cc([N+](=O)[O-])ccc1Cl)c1ccccc1 | 2
20 | COc1ccc(CNC(=O)C2CCN(C(=O)c3ccco3)CC2)cc1 | 0
21 | CCc1ccc(N(C(=O)C(F)(F)F)C(C(=O)NC2CCCCC2)c2ccncc2)cc1 (stereo unspecified) | -2
22 | Cc1nc2c3ccccc3n(CC#N)c(=O)n2n1 | 4
23 | Cc1ccc(NC(=O)CNc2ccc(Cl)cc2F)cc1 | 1
24 | CCn1c(C)nc2cc(C(=O)NNC(=S)NC(=O)c3ccc(OC)cc3)ccc21 | -7

Some of the entries so far, as labelled records.
18) NC(=O)N/N=C/c1ccc(-c2cccc(C(F)(F)F)c2)o1
  TbREL1 primary: 4

19) O=C(NC(=S)Nc1cc([N+](=O)[O-])ccc1Cl)c1ccccc1
  TbREL1 primary: 2

20) COc1ccc(CNC(=O)C2CCN(C(=O)c3ccco3)CC2)cc1
  TbREL1 primary: 0

21) CCc1ccc(N(C(=O)C(F)(F)F)C(C(=O)NC2CCCCC2)c2ccncc2)cc1 (stereo unspecified)
  TbREL1 primary: -2

(list continues)
item | structure | TbREL1 primary
25 | CC(=O)Nc1ccc(NC(=O)C(C)OC(=O)/C=C/c2cnc3ccccc3n2)cc1 (stereo unspecified) | -4
26 | COc1ccc(OCC(=O)NC(CC(=O)O)c2ccc(OC)c(OC)c2)cc1 (stereo unspecified) | 2
27 | O=C(O)c1ccc(N/N=C/c2cccc3cccnc23)cc1 | 3
28 | COc1ccc(Br)cc1C(=O)Nc1ccc(N2CCN(S(C)(=O)=O)CC2)cc1 | -3
29 | NCCc1nc(-c2ccccc2)cs1 | -1
30 | CSc1nnc(C)c(=O)n1COC(=O)c1ccc([N+](=O)[O-])cc1 | 4
31 | COc1ccc(C(O)P(=O)(OC2CCCCC2)c2ccc(N(C)C)cc2)cc1OC (stereo unspecified) | -2
32 | CCOC(=O)C1(Cc2ccccc2)CCN(Cc2ccc(C)s2)CC1 | 9
33 | CC1(C)C[C@H]2C3=CCC4[C@@]5(C)CC[C@H](O[C@@H]6O[C@H](C(=O)O)[C@@H](O)[C@H](O)[C@H]6O)[C@@](C)(CO)C5CC[C@@]4(C)[C@]3(C)C[C@H](O)[C@@]2(CO)[C@@H](O)[C@@H]1O (stereo partly specified) | 1
34 | COc1ccc(CNC(=O)C2CCN(S(=O)(=O)c3cc(OC)ccc3OC)CC2)cc1 | -3
35 | CC(OC(=O)c1ccc2ncsc2c1)C(=O)Nc1ncc(Cl)cc1Cl (stereo unspecified) | -2
36 | Cc1c(Cl)cccc1NC(=O)c1ccc(-n2ccnc2)nc1 | 2
37 | CCCOc1ccc(F)cc1-c1cc(C(=O)NCc2cccc(Cl)c2)[nH]n1 | 7
38 | CCN(CC(=O)NCc1ccc(Cl)cc1)C(=O)c1cnc(Cl)c(Cl)c1 | 0
39 | C=CCOC(=O)C(C#N)c1nc2ccccc2nc1N1CCN(c2ccccc2OC)CC1 (stereo unspecified) | -2
40 | Cc1cccc2sc(NC(=O)CCNS(=O)(=O)c3cccs3)nc12 | 3
41 | Cc1nc(NCC2CCCO2)c2nnn(Cc3c(F)cccc3Cl)c2n1 (stereo unspecified) | 0
42 | CCC(c1nnnn1-c1ccc2c(c1)OCCO2)N1CCN(c2ncccn2)CC1 (stereo unspecified) | -2
43 | COC(=O)C1CSC(C(=O)OC)N1C(=O)Nc1ccccc1 (stereo unspecified) | -1
44 | CC(/C=N/NC(=O)Cc1cccs1)=C\c1ccccc1 | 0
45 | CC(Sc1ccc(Cl)cc1)C(=O)NCc1cccnc1 (stereo unspecified) | -2
46 | COc1ccccc1OCCCn1cc(C#N)c2ccccc21 | 2
47 | O=C(O)CCCNC(=O)c1cccc(C(=O)NCCCC(=O)O)n1 | 2
48 | COc1ccc(C2=Nn3c(nnc3-c3ccccc3Cl)SC2)cc1OC1CCOC1 (stereo unspecified) | -2
49 | O=C(COC(=O)Cc1ccsc1)NNC(=O)c1ccccc1 | 3
50 | O=C(CSc1nnnn1-c1ccccc1)CC(=O)Nc1ccc(Cl)cc1 | 3
51 | COc1cccc(C(=O)NN=C2CCCC2)c1 | 0
52 | COc1ccc(NC(=O)/C=N/O)cc1 | -1
53 | C[C@@H]1CN([C@H](C)CO)C(=O)c2c(c3ccccc3n2C)-c2ccccc2CO[C@@H]1CN(C)C(=O)Nc1ccc2c(c1)OCO2 | -5
54 | CC1CCc2nn(CC(=O)N3CCN(C(=O)c4ccco4)CC3)cc2C1 (stereo unspecified) | 0
55 | Cn1c(COc2ccc(Cl)cc2)nnc1SCc1ncc(-c2ccccc2)o1 | -1
56 | COC(=O)[C@]12C[C@H](CC(=O)NCCC(C)C)C(=O)N(Cc3ccc(Cl)cc3Cl)C1=C[C@H](COCc1ccccc1)O[C@@H]2C | -6
57 | O=C(Nc1nc(-c2ccc([N+](=O)[O-])cc2)cs1)c1c(F)cccc1F | 4
58 | Cc1ccccc1CS(=O)(=O)Cc1ccc(C(=O)Nc2ccc(F)cc2)o1 | -1
59 | O=c1c2cc3ccccc3nc2ncn1CCc1ccc(Cl)cc1 | 2
60 | O=C1CC(=O)N(Cc2cccs2)C(=O)N1 | 4

Random excerpt: 7 entries already listed, in no set order.
item | structure | TbREL1 primary
58 | Cc1ccccc1CS(=O)(=O)Cc1ccc(C(=O)Nc2ccc(F)cc2)o1 | -1
13 | CN(C(=O)COC(=O)c1ccc(Cl)nc1)c1c(N)n(Cc2ccccc2)c(=O)[nH]c1=O | -1
24 | CCn1c(C)nc2cc(C(=O)NNC(=S)NC(=O)c3ccc(OC)cc3)ccc21 | -7
30 | CSc1nnc(C)c(=O)n1COC(=O)c1ccc([N+](=O)[O-])cc1 | 4
14 | COc1ccc(-c2cc(C(=O)NN=Cc3ccccc3F)[nH]n2)cc1 | 10
53 | C[C@@H]1CN([C@H](C)CO)C(=O)c2c(c3ccccc3n2C)-c2ccccc2CO[C@@H]1CN(C)C(=O)Nc1ccc2c(c1)OCO2 | -5
48 | COc1ccc(C2=Nn3c(nnc3-c3ccccc3Cl)SC2)cc1OC1CCOC1 (stereo unspecified) | -2

Further compounds follow:
item | structure | TbREL1 primary
61 | COC(=O)c1cnn(-c2ccc(Cl)cc2)c1/C=N/NC(=S)Nc1ccccc1 | 3
62 | Cc1cc(C)n(-c2cccc(CN3CCC(CO)(Cc4ccccc4)CC3)c2)n1 | 1
63 | CC(C)(C)NC(=O)C1C(c2ccccc2)=Nc2ccccc2N1C(=O)c1ccc(C(F)(F)F)cc1 (stereo unspecified) | -1
64 | CC1=C(C(=O)OCc2ccccc2)N2C(=O)[C@@H](NC(=O)COc3ccccc3)[C@H]2SC1 | -2
65 | O=C(N[C@H]1c2ccccc2C[C@H]1O)[C@H]1O[C@@H](n2ccc(=O)[nH]c2=O)[C@H](O)[C@@H]1O | -2
66 | CC(C)(C)NC(=O)Cn1c(SCC(=O)NC2CCCC2)nc2ccccc21 | -3
67 | O=C(COC(=O)COc1cccc(F)c1)NCC1CCCCC1 | 0
68 | CCOC(=O)Cc1csc(NC(=O)NC2(C(F)(F)F)Oc3ccccc3O2)n1 | -2
69 | CN(Cc1ccco1)C(=O)[C@@H](Cc1ccccc1)NC(=O)[C@H]1O[C@@H](n2ccc(=O)[nH]c2=O)[C@H](O)[C@@H]1O | -1
70 | Cc1c(N=C2NN=C(c3c[nH]c4ccccc34)CS2)c(=O)n(-c2ccccc2)n1C | -2
71 | COc1ccccc1N1CCN(C(=O)c2nn(-c3ccccc3OC)c(=O)c3ccccc23)CC1 | -1
72 | CN1C(=O)CC(N2CCC(c3nc4ccccc4s3)CC2)C1=O (stereo unspecified) | -1
73 | CCn1c(SCc2nc3ccccc3s2)nnc1-c1cccs1 | 0
74 | COc1cc(OC)c2c(-c3cccc(-c4cccc(C)c4)c3)cc(=O)oc2c1 | 2
75 | O=C(O)C1CC(c2ccccc2F)=NO1 (stereo unspecified) | 4
76 | COc1ccccc1-c1nnc2n1N=C(C(C)(C)C)CS2 | -1
77 | CC(=Nc1ccc(O)cc1)c1sc2ccccc2c1O | -4
78 | CC(=O)c1c(C)[nH]c(C(=O)OCC(=O)Nc2cc(S(=O)(=O)N3CCCC3)ccc2Cl)c1C | 2
79 | CC(C)CCNC(=O)c1nnc(Cc2ccc(Cl)cc2)o1 | -2
80 | COc1ccc(COCCN2CCN(S(=O)(=O)c3ccccc3)CCC2=O)cc1 | -2
81 | COc1ccccc1CC(=O)NC1CCCCCC1 | 3
82 | COc1ccc(-c2[nH]ncc2-c2ccc3c(c2)OCCO3)c(O)c1 | 2
83 | CC[C@@]12C(=O)N(c3cccc(Cl)c3)C(=O)N1[C@H](c1ccc(Br)cc1)[C@@H]1C(=O)N(C(C)(C)C)C(=O)[C@@H]12 | -1
84 | Cc1n[nH]c(=O)c2c(NC(=O)CSc3nnc(C4CC4)n3C)oc(C)c12 | -1
85 | C[C@@H]1CN([C@@H](C)CO)S(=O)(=O)c2ccc(C#Cc3cccc(F)c3)cc2O[C@@H]1CN(C)CC1CC1 | -5
86 | CNC(=O)c1cccc2nc3ccccc3nc12 | 0
87 | CC(=O)Nc1ccc(NS(=O)(=O)c2cc(C)sc2C)cc1 | -2
88 | Cc1cccc(-c2nc3ccccc3c3nncn23)c1 | 4
89 | O=C1OC2(CCCCC2)OC(=O)C1=CNc1nc2ccccc2s1 | 0
90 | CCOC(=O)CNC(=O)Cn1cnc2sc(C)c(S(=O)(=O)N3CCC(C)CC3)c2c1=O | 0
91 | O=S(=O)(c1ccccc1)N1CCN(S(=O)(=O)c2ccc3c(c2)OCCO3)CC1 | -5
92 | COc1cccc2c(=O)n(CC(=O)Nc3ccccc3F)ccc12 | 0
93 | O=C(Nc1nccs1)C1CCCN1S(=O)(=O)c1ccc(F)cc1 (stereo unspecified) | 0
94 | Cc1cc(C)n2nc(C(=O)OCC(=O)Nc3ccc4c(c3)OCO4)nc2n1 | 2
95 | O=C(NCCCc1ccccc1)C1CCN(c2nc(-c3ccc(Br)cc3)cs2)CC1 | 10
96 | COc1ccc(OC)c(/C=N\NC(=O)CSc2nnc(CCCc3ccc(OC)c(C)c3)o2)c1 | 8
97 | CCOc1ccc(NS(=O)(=O)c2cc(NC(=O)CCNC(=O)c3ccco3)ccc2OC)cc1 | -2
98 | O=S(=O)(Nc1ccc(O)c(NS(=O)(=O)c2ccccc2)c1)c1ccccc1 | 0
99 | COc1ccc(OCCCC(=O)Nc2cc([N+](=O)[O-])ccc2C)cc1 | 4
100 | CC(=O)c1cccc(CN2CCN(CCC(C)C)C(CCO)C2)c1 (stereo unspecified) | -1
101 | O=c1cnc2ccccc2n1Cc1ccc(Br)cc1 | 3
102 | COCCOc1ccc(C(F)(F)F)cc1NC(=O)c1ccccc1 | 0
103 | COc1ccc(CCNC(=O)CCC(=O)NC2CCCC(C)C2C)cc1OC (stereo unspecified) | -3
104 | COc1cc2c(cc1OC)C1(Nc3c-2c(C)nn3-c2ccccc2)C(=O)Nc2ccccc21 (stereo unspecified) | -1
105 | O=C(O)CCSCC(=O)Nc1c(C(=O)C2CC2)oc2ccccc12 | 2
106 | COC(=O)c1cc(C(=O)c2c(C)cc3ccccn23)cc([N+](=O)[O-])c1 | -9
107 | O=C(NC1CCCc2ccccc21)C1CCN(S(=O)(=O)c2cnc[nH]2)CC1 (stereo unspecified) | 0
108 | CCCCC(=O)N1CCN(C(=O)c2ccc3c(c2)nc(C)n3C2CCCC2)CC1 | -1
109 | Cc1cc(Cl)ccc1NC(=S)NC1CCCC1 | -2
110 | Oc1ccc(CNc2ccccc2O)cc1 | 4
111 | Nc1ccn([C@@H]2O[C@H](C(=O)N[C@H](CO)c3ccccc3)[C@@H](O)[C@H]2O)c(=O)n1 | -1
112 | CCN(CC(=O)Nc1c(F)cccc1F)C(=O)C1CCN(C(=O)c2ccc(F)cc2)CC1 | 2
113 | CCN(CC)CCOC(=O)c1ccc(NC(=O)CSc2nnc(-c3cccs3)n2CC)cc1 | -6
114 | O=C(NNC(=O)c1sc2ccccc2c1Cl)Nc1ccc(Cl)cc1 | 1
115 | C/C(=N/NC(=O)c1ccncc1)c1cc2ccc(O)cc2oc1=O | 3
116 | COc1ccccc1C1c2c(ncn(-c3ccccc3)c2=N)Oc2ccc3ccccc3c21 (stereo unspecified) | 6
117 | Cc1cc(C(=O)COC(=O)c2ccc(O)cc2)c(C)n1CCc1ccc(F)cc1 | -6
118 | CC(Sc1nnc(-c2ccco2)n1N)C(=O)NCC1CCCO1 (stereo unspecified) | 3
119 | CN(Cc1ccccc1)C(=O)OCc1cn(Cc2ccccc2Cl)nn1 | -3
120 | C/C=C(\C)C(=O)NNC(=O)c1sc(-c2ccccc2)nc1C | 0
121 | Cc1ccc(-n2c(C)csc2=N)cc1 | 0
